# Screening data from PubChem.
# ERG-DNA inh – ERG Ets/DNA interaction inhibition; AID 624246; 0.028% of 370,000 active; P11308; fluorescence polarization, His-ERG Ets domain / labelled DNA; Potency, µM (top dose mostly 76.9 µM), without a hit: at the top dose FP activity, negative = inhibition, actives largely listed as inhibitors; active = well fitted inhibition curve with a large enough effect in the polarisation, with a control signal flat; inconclusive = small, poorly fitted or top-dose-only effect, or effect the other way, or a change in a side signal; inactive = no such curve, though single readings can be large or run the other way; the % refers to the polarisation;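 note: polarization taken with two DNA probes labelled with fluorescein and Texas red; potency is the fitted concentration of half-maximal effect; % of control where 0% means no effect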
# Target sequence (P11308 whole entry, looked up, the tested form may be a part): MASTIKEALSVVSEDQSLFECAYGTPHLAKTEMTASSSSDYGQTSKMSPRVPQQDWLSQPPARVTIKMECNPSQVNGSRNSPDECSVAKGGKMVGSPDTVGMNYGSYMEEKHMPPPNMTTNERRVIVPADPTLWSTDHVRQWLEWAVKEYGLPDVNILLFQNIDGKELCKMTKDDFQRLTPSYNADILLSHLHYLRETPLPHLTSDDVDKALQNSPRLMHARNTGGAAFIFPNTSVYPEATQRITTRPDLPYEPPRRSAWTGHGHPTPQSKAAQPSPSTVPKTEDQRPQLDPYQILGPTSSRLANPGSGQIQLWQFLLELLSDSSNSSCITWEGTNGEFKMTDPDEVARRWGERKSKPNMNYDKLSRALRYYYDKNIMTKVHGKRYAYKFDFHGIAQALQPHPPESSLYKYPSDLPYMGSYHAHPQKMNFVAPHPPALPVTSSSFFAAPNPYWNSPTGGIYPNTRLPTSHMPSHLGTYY
#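 His-tagged ERG Ets domain (1 uM in the protein solution; 300mM KCl, 50mM Tris-HCl, 1mM EDTA, 1mM DTT, pH 7.5) received compound, then a probe mix of 5 nM fluorescein-DNA and 100nM Texas-615-DNA. Fluorescence polarization was read for both dyes.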
# APE1 inh – inhibitors of human APE1 endonuclease; P27695; recombinant APE1, TAMRA/BHQ-2 abasic DNA cleavage fluorescence; Potency, µM (doses to about 65.8 µM), inactives show top-dose activity change, negative = inhibition, actives largely listed as inhibitors; 0.35% of 350,000 active;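 note: potency is the fitted concentration of half-maximal effect; plate controls were vehicle for no effect and reference inhibitor for full effect; nearly all actives have a fitted effect of over 55% in size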
# Target sequence (P27695 whole entry, looked up): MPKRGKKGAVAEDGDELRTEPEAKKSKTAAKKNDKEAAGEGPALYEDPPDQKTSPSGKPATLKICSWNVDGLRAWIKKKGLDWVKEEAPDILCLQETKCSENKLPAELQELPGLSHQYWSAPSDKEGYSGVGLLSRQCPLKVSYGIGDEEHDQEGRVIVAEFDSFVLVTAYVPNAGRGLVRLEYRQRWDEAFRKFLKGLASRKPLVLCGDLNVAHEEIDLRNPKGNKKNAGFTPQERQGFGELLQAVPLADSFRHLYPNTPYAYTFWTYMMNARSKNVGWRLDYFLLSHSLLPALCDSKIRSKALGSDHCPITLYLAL
#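 Step 1: APE1 (0.75 nM) with compound, 15 min RT. Step 2: add 50 nM fluorophore/quencher THF duplex. Step 3: three fluorescence reads 60 s apart (525/598 nm); read 3 minus read 1 = reaction progress.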
# Pol kappa inh – DNA polymerase kappa (human) inhibition | purified Pol kappa, fluorescent DNA synthesis assay, 10 min | Potency, µM (top dose mostly 107 µM), for inactives: top-dose activity, negative = inhibition, actives largely listed as inhibitors | AID 588579 | 0.53% of 400,000 active; note: potency is the fitted concentration of half-maximal effect; % is set by controls: 0 for no effect and ±100 for the full control effect
#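 10 nM Pol kappa was preincubated with compounds for 15 min at room temperature. Reaction started with 50 nM (final) substrate. Fluorescence read kinetically at 0 and 10 min.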
# POLB inh – inhibitors of human DNA polymerase beta; Potency, µM (top dose mostly 114 µM), for the others: at the top dose activity change, negative = inhibition, usual class: inhibitors; Pol beta primer extension/strand displacement, fluorescence kinetic; AID 485314; 1.3% of 340,000 active; note: potency is the fitted concentration of half-maximal effect; % is set by controls: 0 for no effect and ±100 for the full control effect
#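 Homogeneous kinetic assay of primer extension and strand displacement by 10 nM Pol beta, preincubated 15 min at room temperature with compound before 50 nM substrate (final) was added. Read at 0 and 10 min; four-parameter Hill fit.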
# Anesthetic bind – binds horse apoferritin like a general anesthetic. AID 485281. P02791. Potency, µM (doses to about 77.5 µM), without a hit: at the highest dose activity change, negative = displacement, hits mostly inhibitors. apoferritin/1-aminoanthracene competitive binding, fluorescence. 0.074% of 350,000 active; note: potency is the fitted concentration of half-maximal effect; % is set by controls: 0 for no effect and ±100 for the full control effect; nearly all actives have a fitted effect of over 20% in size
#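 Horse-spleen apoferritin (10 uM) was mixed with 50% saturated 1-aminoanthracene in PBS, exposed to compounds for 10 min at room temperature, and read for fluorescence (ex 380 nm, em 535 nm). Competitive displacement was fitted with a four-parameter Hill equation.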
# POLH inh – inhibitors of human DNA polymerase eta; Potency, µM (titrated, usually from 114 µM), for the others: at the highest dose activity change, negative = inhibition, most hits filed as inhibitors; AID 588591; 1.2% of 390,000 active; recombinant Pol eta, fluorescent DNA replication assay; note: potency is the fitted concentration of half-maximal effect; % is set by controls: 0 for no effect and ±100 for the full control effect
#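 Pol eta (10 nM) was preincubated with compounds for 15 min at room temperature, after which fluorescent replication substrate (50 nM final) was added to start the reaction. Fluorescence was read kinetically at 0 and 10 min.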
# RGS4 inhibitor – inhibitors of human regulator of G protein signaling 4; Transcreener GDP fluorescence polarization, RGS4-accelerated GTP hydrolysis; Potency, µM (titrated, usually from 114 µM), for the others: top-dose activity change, negative = inhibition, actives largely listed as inhibitors; 0.039% of 390,000 active; AID 504845; note: potency is the fitted concentration of half-maximal effect; % is set by controls: 0 for no effect and ±100 for the full control effect; nearly all actives have a fitted effect of over 75% in size; some results filed as inactive show a strong effect at the top dose
# Target sequence (P49798 whole entry, looked up): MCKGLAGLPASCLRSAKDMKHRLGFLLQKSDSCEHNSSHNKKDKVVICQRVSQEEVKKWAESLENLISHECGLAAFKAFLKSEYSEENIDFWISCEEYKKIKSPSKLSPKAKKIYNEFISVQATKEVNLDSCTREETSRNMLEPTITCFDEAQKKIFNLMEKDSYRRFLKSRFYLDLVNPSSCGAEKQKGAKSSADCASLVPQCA
#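 MLSMR compounds (23 nl, pin-transferred) preincubated 10 min at room temperature with a 500nM (2x) first reagent, then RGS4 at 900nM (2x) plus Transcreener GDP mix added; fluorescence polarization (620/688 nm) read before and after 90 min at 30 °C.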
# ALOX12 inh – ALOX12 (human) lipoxygenase inhibition | P18054 | purified 12hLO, xylenol orange hydroperoxide absorbance | Potency, µM (highest dose often 108 µM), for the others: at the highest dose activity change, negative = inhibition, most hits filed as inhibitors | 1.1% of 580,000 active | AID 1671190; note: potency is the fitted concentration of half-maximal effect; % is set by controls: 0 for no effect and ±100 for the full control effect
#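 Purified human 12hLO (150 nM final) in 25 mM Hepes, 0.01% Triton X-100, pH 7.0 was preincubated 15 min at room temperature with compound. Then 40 uM arachidonic acid was added, 30 min. Hydroperoxide was read by Fe-XO absorbance ratio 573/405 nm.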
# LDHA block – LDHA (human) enzyme inhibition; activity change, % (values are at about 110 or 230 µM); AID 1347041; purified LDHA, NADH/diaphorase-resazurin fluorescence; active compounds read low; 0.15% of 480,000 active; in the data active = activity change below about -30%; inconclusive = mostly about -25% to -30%;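 note: plate controls were DMSO wells for no effect and wells without enzyme for full effect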
#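 Human LDH5 at 2 nM final in Tris HCl pH 7.4 with 0.06 mM NADH and 0.2 mM pyruvate, reacted 5 minutes at room temperature. Remaining NADH coupled via diaphorase/resazurin; resorufin fluorescence read at 0 and 20 minutes, normalized to enzyme-free and DMSO wells.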
# The depositor's hits bear a star; i = inactive; ? = inconclusive; / = not tested or not shown; & = joins results of further samples; [ ] = dose if it differs, or a comment. Unless noted, calls come from the whole dose curve; as a rule, active = well fitted curve in the direction sought with a large enough effect; inconclusive = small, poorly fitted or top-dose-only effect, or another doubt; inactive = no such curve, though single readings can be large; an effect the other way counts as inactive or inconclusive. A portion of the library; the hit share may differ from the screen's.
# Order of values – ERG-DNA inh, APE1 inh, Pol kappa inh, POLB inh, Anesthetic bind, POLH inh, RGS4 inhibitor, ALOX12 inh, LDHA block
> CCCCN(CC)CCNC(=O)CN(C)S(=O)(=O)c1ccc2c(c1)c(=O)n(C)c(=O)n2C
    3%, 28%, -9%, 3%, -11%, 3%, 4%, 9%, -4
> COc1cc(C(=O)Nc2nnc(-c3sccc3C)s2)cc(OC)c1OC
    -9%, 0%, -7%, 0%, -7%, 13µM*, -39%, 0%, -5
> CC(=O)c1cccc(NC(=O)[C@H]2O[C@@H]3OC(C)(C)O[C@@H]3[C@H]3OC(C)(C)O[C@H]32)c1
    0%, /, -5%, 25%, -9%, -13%, 12%, -4%, -7
> CCC(CC)NC(=O)CSc1ccc(S(=O)(=O)N2CCCCC2)cn1
    2%, 1%, -17%, /, /, -8%, 20%, -21%, -2
> O=C(Nc1cccnc1)C1CCC(CNS(=O)(=O)c2cccc3nsnc23)CC1 (centres undefined)
    6%, -6%, -2%, -12%, -4%, -17%, -9%, -9%, -6
> COc1ccc(S(=O)(=O)N2N=C(c3cccc(NS(C)(=O)=O)c3)CC2c2ccco2)cc1 (centres undefined)
    -6%, 8%, 4%, -1%, -6%, -11%, -10%, -27%, 4
> CCOC(=O)C1CCN(C(=O)c2c(-c3c(Cl)cccc3Cl)noc2C)CC1
    10%, 1%, -16%, 3%, -2%, -14%, 32%, 0%, 1
> COc1cccc(C(=O)OCC(=O)c2c[nH]c3ccccc23)c1OC
    6%, -8%, -1%, /, /, -10%, 8%, -7%, 1
> COC(=O)c1ccc(NC(=O)c2ccccc2N(C)S(C)(=O)=O)cc1
    0%, 7%, -1%, 16%, 10%, -14%, -17%, 20%, 0
> COc1ccccc1Cn1c(=O)c2ccccc2n2c(SCC(=O)N3CCCCC3)nnc12
    0%, 14%, -1%, 6%, 0%, -21%, -31%, 8%, -6
> CNC(=O)CN(C)S(=O)(=O)c1ccc(F)cc1
    6%, -1%, 0%, 4%, -8%, 2%, -11%, 11%, -4
> COc1ccc(N2CC(C)Cn3c2nc2c3c(=O)n(Cc3ccccc3F)c(=O)n2C)c(OC)c1 (centres undefined)
    -9%, 9%, -5%, -3%, -7%, -14%, ?, 0%, 10
> CCCn1c(Nc2ccc(Cl)cc2)nc2ccccc21
    1%, -2%, -9%, 0%, -15%, 0%, 6%, 0%, -6
> O=C(Nn1c(Cc2cccs2)nc2ccccc2c1=O)c1cccs1
    5%, -1%, -6%, 3%, ?, -20%, -2%, -16%, -2
> Cc1ccc(C(=O)NNC(=O)c2cccc3ccccc23)cc1
    2%, /, -18%, /, /, -13%, -13%, -1%, -6

# Nothing new here: five of the compounds above.
# Order of values – ERG-DNA inh, APE1 inh, Pol kappa inh, POLB inh, Anesthetic bind, POLH inh, RGS4 inhibitor, ALOX12 inh, LDHA block
> CCCCN(CC)CCNC(=O)CN(C)S(=O)(=O)c1ccc2c(c1)c(=O)n(C)c(=O)n2C
    3%, 28%, -9%, 3%, -11%, 3%, 4%, 9%, -4
> COc1cc(C(=O)Nc2nnc(-c3sccc3C)s2)cc(OC)c1OC
    -9%, 0%, -7%, 0%, -7%, 13µM*, -39%, 0%, -5
> CC(=O)c1cccc(NC(=O)[C@H]2O[C@@H]3OC(C)(C)O[C@@H]3[C@H]3OC(C)(C)O[C@H]32)c1
    0%, /, -5%, 25%, -9%, -13%, 12%, -4%, -7
> CCC(CC)NC(=O)CSc1ccc(S(=O)(=O)N2CCCCC2)cn1
    2%, 1%, -17%, /, /, -8%, 20%, -21%, -2
> O=C(Nc1cccnc1)C1CCC(CNS(=O)(=O)c2cccc3nsnc23)CC1 (centres undefined)
    6%, -6%, -2%, -12%, -4%, -17%, -9%, -9%, -6

# The results go on:
# Order of values – ERG-DNA inh, APE1 inh, Pol kappa inh, POLB inh, Anesthetic bind, POLH inh, RGS4 inhibitor, ALOX12 inh, LDHA block
> CC(C)C[C@H](NC(=O)C1OC1C(=O)O)C(=O)NCCCCN=C(N)N (some centres undefined)
    /, -2%, -4%[60.1 µM], 10%[57.1 µM], /, -3%[57.1 µM], -1%[56.9 µM], 5%, /
> Cc1ccc(CC(=O)Nc2ccc(C(=O)N3CCCCC3)cc2)cc1
    -9%, 15%, -7%, 38%, ?, ?, -11%, -11%, -7
> Cc1noc(NS(=O)(=O)c2ccc(NC(=O)CS(=O)(=O)c3ccccc3)cc2)c1C
    3%, ?, -3%, -6%, -7%, -14%, -34%, ?, -5
> COc1ccc(CNC(=O)C2CCN(S(=O)(=O)c3ccc(F)cc3)CC2)cc1
    1%, /, 2%, 0%, -11%, -16%, -11%, -26%, -2
> C=CCNc1oc(-c2ccco2)nc1S(=O)(=O)c1ccccc1
    -10%, 55%[activator], -2%, -3%, -17%, -8%, ?, ?, 12
> O=C(NNC(=O)c1cc2cc3ccccc3nc2s1)c1ccc(F)cc1
    0%, 6.3µM*, -37%, 0.32µM*, -1%, ?, 9%[11.4 µM], 0%, -11
> O=C(CN1CCCCC1)N/N=C/c1ccc(Cl)cc1
    10%, 30%, -14%, -18%, -1%, -10%, -27%, 2%, -15
> CCOC(=O)N1CCC(Nc2nc3ccccc3nc2NS(=O)(=O)c2ccc(Cl)cc2)CC1
    /, -4%, -10%, 4%, -3%, -6%, -36%, -5%, 0
> CCC(Sc1nc(C)cc(C)n1)C(=O)Nc1ccc(S(N)(=O)=O)cc1 (centres undefined)
    -2%, 8%, -3%, 0%, -2%, -17%, -19%, 2%, -12
> CCCCN1CC[C@H]2C=CC[C@@H](C(=O)Nc3ccccc3)[C@H]2C1=O
    12%, /, 11%&-10%, /, /, -1%, 9%, -3%, -5
> Cc1ccc(C2c3c(oc4ccccc4c3=O)C(=O)N2c2nnc(C(C)C)s2)o1 (centres undefined)
    -7%, -13%, 11%, 1%, 0%, -7%, -28%, -80%, -1
> Cc1cc(C(F)(F)F)nn1CC(=O)N1CCCC1
    11%, -4%, -6%, -11%, -6%, -17%, ?, 0%, 4
> CCOc1cc(C(=O)N(CC)CC(=O)Nc2ccc3c(c2)OCCO3)ccc1OC
    2%, 14%, -10%, /, /, 0%, 13%, i, -1
> CCOC(=O)C1CCN(Cc2ccc(-c3ccccc3)cc2)CC1
    6%, -1%, -2%, 29%, -10%, -25%, 6%, ?, -15
> CCCCC(NC(=O)c1ccc(Cl)cc1)C(=O)O (centres undefined)
    -3%, ?, 10%, 2%, -12%, -3%, -4%, 22%, 3

# (further entries)
# Order of values – ERG-DNA inh, APE1 inh, Pol kappa inh, POLB inh, Anesthetic bind, POLH inh, RGS4 inhibitor, ALOX12 inh, LDHA block
> C=CCn1c(SCc2ccc(C#N)cc2)nnc1-c1cccc(OC)c1
    -2%, -3%, -13%, 13%, -15%, -13%, 16%, -22%, -6
> O=c1cc(NCCc2ccccc2)c2ccccc2o1
    11%, ?, 6%, -24%, -12%, -20%, -41%, 0%, -6
> CCCOc1ccc(CNC(=O)Cn2ncc3ccccc32)cc1
    -12%, 9%, -10%, ?, -10%, -3%, 33%[11.4 µM], 30%, -7
> CCOc1ccc(N(C(=O)c2ccc(Cl)cc2)S(=O)(=O)c2ccc3c(c2)n(C)c(=O)n3C)cc1
    6%, /, -4%, 42%, 2%, /, 0%, -21%, -4
> O=C(COC(=O)c1ccccc1C(=O)N1CCN(c2ccc(F)cc2)CC1)NCc1ccccc1
    -4%, -3%, -10%, -2%, -23%, -15%, -15%, 0%, -7
> COc1cccc(NC(=O)CN(C)C(=O)c2ccc(NC3CC3)c([N+](=O)[O-])c2)c1
    11%[15.4 µM], 0%, -10%, /, /, -9%, 11%, -7%, -9
> Cc1ccc(C)c(OCCC(=O)OCC(=O)Nc2cc(S(=O)(=O)N3CCCCC3)ccc2C)c1
    1%, 4%, -16%, /, /, -17%, -12%, ?, -3
> CN(CCC#N)S(=O)(=O)c1cc2c3c(c1)CCN3C(=O)CC2
    -7%, 3%, 2%, -19%, 8%, -5%, -4%, 7%, -8
> CC1CCN(C(=O)CSc2nnc(Cc3cccn3C)n2CCc2ccccc2)CC1
    -6%, -4%, 0%, -9%, -13%, 0%, 4%, 269%[activator], -2
> CCOC(=O)c1cc(C)sc1/N=C/C1=C(O)CCCC1=O
    -2%, 15%, -11%, 43%, -13%, -11%, ?, -16%, 19
> CCC/C(C#Cc1cc(OC)cc(OC)c1)=C1/c2ccccc2C(=O)N1c1ccccc1
    -3%, 17%, 3%, /, /, -4%, 10%, ?, -3
> COc1ccccc1C(=O)N1CCN(Cc2nc(CC3CC3)no2)CC1
    -17%, 8%, 4%, 6%, -7%, -17%, -19%, i, -4
> COC(=O)c1ccc(NC(=O)c2ccc3nc(C)sc3c2)cc1
    3%, 65%[activator], 0%, 13%, -23%, -3%, 6%, 1%, -1
> Cn1c(=O)c(=O)n(C)c2cc(S(=O)(=O)N3CCc4ccccc43)ccc21
    -7%, 1%, -15%, 2%, -19%, 10%, 36%, -1%, -2
> Brc1ccc(OCCN2CCOCC2)cc1
    12%, -9%, -12%, -22%, -9%, -11%, -38%, -7%, -13

# Records above shown as hits in POLB inh.
Structure	ERG-DNA inh	APE1 inh	Pol kappa inh	POLB inh	Anesthetic bind	POLH inh	RGS4 inhibitor	ALOX12 inh
O=C(NNC(=O)c1cc2cc3ccccc3nc2s1)c1ccc(F)cc1	0%	6.3µM*	-37%	0.32µM*	-1%	?	9%[11.4 µM]	0%
